EBNA-1 inh = EBNA-1 DNA-binding inhibitors, primary screen, biochemical, fluorescence polarization | 300,000 compounds, 0.34% hits | inhibition, % at 14.8 µM | AID 1950, 2009; in the data active means inhibition above about 28%
LYPLA1 counter = LYPLA1 inhibitors, primary screen, counter-screen for PME1 inhibitor project, biochemical, fluorescence polarization, FP-Rh probe ABPP | recombinant LYPLA1 | inhibition, % at 5.9 µM | 320,000 compounds, 0.16% hits;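 active means inhibition above the mean of all tested compounds plus 3 SD, set per campaign, cut at about 14% in these data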;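 further: inhibitors block serine hydrolase probe labeling of LYPLA1 so polarization falls; 0% = enzyme with DMSO and 100% = wells lacking LYPLA1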
PAFAH1B3 FP inh = PAFAH1B3 enzyme inhibitors, primary screen, biochemical, fluorescence polarization, human. inhibition, % at 3.39 µM. 340,000 compounds, 0.28% hits. Platelet-activating factor acetylhydrolase IB subunit alpha1 (Homo sapiens), Q15102. recombinant PAFAH1B3, FP-rhodamine probe. AID 492972, 2010;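 active means inhibition above the screen-wide average of all tested compounds plus 3 SD, cut at about 25% in these data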;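 further: 0% = enzyme with DMSO only and 100% = wells lacking PAFAH1B3 protein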
Target sequence (Q15102 whole entry, looked up): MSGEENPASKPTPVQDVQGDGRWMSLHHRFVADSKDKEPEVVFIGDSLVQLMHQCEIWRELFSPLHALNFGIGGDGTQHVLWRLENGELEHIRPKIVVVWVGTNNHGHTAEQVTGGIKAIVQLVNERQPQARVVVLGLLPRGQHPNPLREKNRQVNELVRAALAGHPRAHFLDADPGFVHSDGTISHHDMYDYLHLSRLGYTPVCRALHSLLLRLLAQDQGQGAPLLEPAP
pPAFAH inh = pPAFAH enzyme inhibitors, primary screen, biochemical, fluorescence polarization, human; inhibition, % at 3.39 µM; AID 463082, 2010; recombinant pPAFAH, FP-rhodamine probe fluorescence polarization; 330,000 compounds, 1.5% hits; Platelet-activating factor acetylhydrolase (Homo sapiens), Q13093;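 active means inhibition above the mean inhibition across the screen plus 3 SD, cut at about 25% in these data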;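 further: inhibitors block binding of the rhodamine activity-based probe so polarization drops; 0% = enzyme with DMSO and 100% = wells lacking pPAFAH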
PREPL inhibitor = PREPL enzyme inhibitors, primary screen, biochemical, fluorescence polarization | Prolyl endopeptidase-like (Homo sapiens), Q4J6C6 | recombinant PREPL, fluorescence polarization activity-based probe | inhibition, % at 5.96 µM | 320,000 compounds, 0.68% hits | AID 2751, 2010; in the data active means inhibition above about 43%;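 further: 0% = enzyme with DMSO and 100% = wells lacking enzyme; many of its hits are not listed in these tables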
PAFAH2 inh = PAFAH2 enzyme inhibitors, primary screen, biochemical, fluorescence polarization, human; Platelet-activating factor acetylhydrolase 2, cytoplasmic (Homo sapiens), Q99487; recombinant PAFAH2, FP-rhodamine activity probe; inhibition, % at 3.39 µM; 340,000 compounds, 0.99% hits;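 active means inhibition above the mean over all tested compounds plus 3 SD, cut at about 30% in these data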;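 further: inhibitors block probe labeling of enzyme so polarization drops; 0% = enzyme with DMSO and 100% = wells lacking PAFAH2 protein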
ZTA counter = ZTA (EBV) inhibition in EBNA-1 counter-screen | P03206 | ZTA-DNA binding, fluorescence polarization | inhibition, % at 11 µM | 320,000 compounds, 0.15% hits | AID 2234; in the data active means inhibition above about 33%
Target sequence (P03206 whole entry, looked up): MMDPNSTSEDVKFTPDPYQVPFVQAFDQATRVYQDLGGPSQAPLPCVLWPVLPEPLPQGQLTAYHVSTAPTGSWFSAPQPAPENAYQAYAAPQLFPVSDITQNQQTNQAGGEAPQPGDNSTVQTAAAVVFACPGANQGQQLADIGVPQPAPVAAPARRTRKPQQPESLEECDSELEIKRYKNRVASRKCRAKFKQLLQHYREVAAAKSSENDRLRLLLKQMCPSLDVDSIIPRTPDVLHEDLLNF
PAFAH1B2 inh = PAFAH1B2 enzyme inhibitors, primary screen, biochemical, fluorescence polarization, human; Platelet-activating factor acetylhydrolase IB subunit alpha2 (Homo sapiens), P68402; 340,000 compounds, 1.2% hits; recombinant PAFAH1B2, FP-rhodamine activity probe; inhibition, % at 3.39 µM; AID 492953, 2010;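 active means inhibition above the mean of all tested compounds plus 3 SD, cut at about 24% in these data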;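 further: 0% = enzyme with DMSO and 100% = wells lacking PAFAH1B2; many of its hits are not listed in these tables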
Target sequence (P68402 whole entry, looked up): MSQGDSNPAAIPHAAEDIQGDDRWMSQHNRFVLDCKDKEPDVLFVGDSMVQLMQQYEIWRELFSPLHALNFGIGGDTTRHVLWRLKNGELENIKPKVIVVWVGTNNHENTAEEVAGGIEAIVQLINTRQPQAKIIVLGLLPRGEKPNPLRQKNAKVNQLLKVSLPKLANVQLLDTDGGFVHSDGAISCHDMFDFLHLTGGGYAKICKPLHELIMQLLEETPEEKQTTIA
LYPLA2 inh = LYPLA2 inhibitors, primary screen, counter-screen for PME1 inhibitor project, biochemical, fluorescence polarization, FP-Rh probe ABPP; recombinant LYPLA2; AID 2177, 2009; 320,000 compounds, 0.38% hits; Acyl-protein thioesterase 2 (Homo sapiens), O95372; inhibition, % at 5.9 µM;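 active means inhibition above the screen-wide mean plus 3 SD, limit set per campaign, cut at about 26% in these data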;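 further: 0% = LYPLA2 with DMSO and 100% = wells lacking LYPLA2 enzyme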
Target sequence (O95372 whole entry, looked up): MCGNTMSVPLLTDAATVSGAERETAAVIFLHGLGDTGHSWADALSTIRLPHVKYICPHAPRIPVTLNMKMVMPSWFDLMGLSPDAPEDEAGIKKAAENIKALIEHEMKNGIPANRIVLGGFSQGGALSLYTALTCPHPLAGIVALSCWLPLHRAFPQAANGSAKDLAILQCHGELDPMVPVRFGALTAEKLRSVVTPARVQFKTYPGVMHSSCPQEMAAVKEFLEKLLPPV
Active calls of the source: *; & = joins results of further samples.

For CCOC(=O)NN1C(=O)c2ccccc2NC1c1cccnc1 (stereo not given) the results were EBNA-1 inh 0, LYPLA1 counter -3, PAFAH1B3 FP inh 7, pPAFAH inh 5, PREPL inhibitor 2, PAFAH2 inh -3, ZTA counter 13, PAFAH1B2 inh -2 and LYPLA2 inh -7.
For C=COCCNC(=O)Nc1ccc(Cl)cc1Cl the results were EBNA-1 inh -1, LYPLA1 counter 1, PAFAH1B3 FP inh 14, pPAFAH inh 2, PREPL inhibitor 1, PAFAH2 inh -8, ZTA counter 11, PAFAH1B2 inh 0 and LYPLA2 inh 6.
`CC1CCC2(CC1)NC(=S)N(C(C)(C)C)N2` (stereo not given) gave EBNA-1 inh -3, LYPLA1 counter 2, pPAFAH inh 4, PREPL inhibitor 4, ZTA counter -7 and LYPLA2 inh 6.
Screening CCc1cc(C(=O)Nc2ncccc2O)sc1C returned EBNA-1 inh -2, LYPLA1 counter 3, PAFAH1B3 FP inh 3, pPAFAH inh 5, PREPL inhibitor 3, PAFAH2 inh 28, ZTA counter 3, PAFAH1B2 inh -2 and LYPLA2 inh 2.
Screening O=C(CSc1nnc(CNC(=O)c2cccs2)o1)Nc1ccc(Br)cc1 returned EBNA-1 inh 0, LYPLA1 counter -2, PAFAH1B3 FP inh -1, pPAFAH inh 1, PREPL inhibitor -28, PAFAH2 inh 4, ZTA counter -2, PAFAH1B2 inh 17 and LYPLA2 inh 1.
For C=CCn1c(SCC(=O)Nc2sc3c(c2C#N)CCC3)nnc1C1COc2ccccc2O1 (stereo not given) the results were EBNA-1 inh 7, LYPLA1 counter -9, PAFAH1B3 FP inh 1, pPAFAH inh 14, PREPL inhibitor 15, PAFAH2 inh -5, ZTA counter 4, PAFAH1B2 inh 11 and LYPLA2 inh -5.
For COc1ccccc1C(=O)NNC(=O)c1ccc(F)cc1 the results were EBNA-1 inh -1, LYPLA1 counter 0, PAFAH1B3 FP inh 0, pPAFAH inh 1, PREPL inhibitor 6, PAFAH2 inh 3, ZTA counter -2, PAFAH1B2 inh 3 and LYPLA2 inh -4.
Screening O=C(NCC(c1cccs1)N1CCOCC1)c1ccc(OCc2ccccc2)cc1 (stereo not given) returned LYPLA1 counter -2, PAFAH1B3 FP inh 6, pPAFAH inh 1, PREPL inhibitor 27, PAFAH2 inh -1, ZTA counter 2, PAFAH1B2 inh 5 and LYPLA2 inh 6.
NC(=O)CSc1oc(-c2ccco2)nc1S(=O)(=O)c1ccc(Br)cc1 was read as EBNA-1 inh 5, LYPLA1 counter -3, PAFAH1B3 FP inh -4, pPAFAH inh 13, PREPL inhibitor 1, PAFAH2 inh -7, ZTA counter -7, PAFAH1B2 inh 6 and LYPLA2 inh -4.
Screening CC(C)(C)NC(=O)CCN1CCOCC1 returned EBNA-1 inh -8, LYPLA1 counter 3, PAFAH1B3 FP inh 5, pPAFAH inh -1, PREPL inhibitor 11, PAFAH2 inh -7, ZTA counter -3, PAFAH1B2 inh 1 and LYPLA2 inh 5.
`COc1ccc(S(=O)(=O)N2CCOC2CNC(=O)C(=O)NCc2ccc(F)cc2)cc1OC` (stereo not given) gave EBNA-1 inh 9, LYPLA1 counter 0, PAFAH1B3 FP inh 5, pPAFAH inh 6, PREPL inhibitor 6, PAFAH2 inh -5, ZTA counter 23, PAFAH1B2 inh -2 and LYPLA2 inh 5.
`COc1ccc(/C=C/C(=O)N(C)c2ccccc2C(=O)O)cc1` gave EBNA-1 inh 4, LYPLA1 counter 1, PAFAH1B3 FP inh 7, pPAFAH inh 1, PREPL inhibitor -4, PAFAH2 inh 7, ZTA counter 18, PAFAH1B2 inh 3 and LYPLA2 inh 5.
Cc1ccccc1C(=O)OC(C)CN1CCN(C)CC1 (stereo not given) was read as EBNA-1 inh 10, LYPLA1 counter -1, PAFAH1B3 FP inh 7, pPAFAH inh 6, PREPL inhibitor 6, PAFAH2 inh 1, ZTA counter 0, PAFAH1B2 inh 2 and LYPLA2 inh 6.
COC(=O)CSc1nc2ccccc2c(=O)n1C was read as EBNA-1 inh -1, LYPLA1 counter -1, PAFAH1B3 FP inh -1, pPAFAH inh -2, PREPL inhibitor 18, PAFAH2 inh 1, ZTA counter 7, PAFAH1B2 inh 5 and LYPLA2 inh -2.
`COc1ccc(N2CCN(c3ncnc4scc(-c5ccccc5)c34)CC2)cc1` gave EBNA-1 inh -16, LYPLA1 counter 1, PAFAH1B3 FP inh 3, pPAFAH inh 32*, PREPL inhibitor 35, PAFAH2 inh 1, ZTA counter -10, PAFAH1B2 inh 3 and LYPLA2 inh -6.
For O=C(c1ccccc1)N1CCCCC(Sc2nnc3ccccn23)C1=O (stereo not given) the results were EBNA-1 inh -9, LYPLA1 counter 0, PAFAH1B3 FP inh 11, pPAFAH inh -3, PREPL inhibitor 3, PAFAH2 inh -3, ZTA counter -1, PAFAH1B2 inh -2 and LYPLA2 inh -1.
O=C(CN1CCOCC1)Nc1ccccc1Sc1ccc(Cl)cc1 was read as EBNA-1 inh 4, LYPLA1 counter -1, PAFAH1B3 FP inh -3, pPAFAH inh 3, PREPL inhibitor -2, PAFAH2 inh -5, ZTA counter 16, PAFAH1B2 inh -3 and LYPLA2 inh -3.
Screening O=C(Nc1cc(C(F)(F)F)ccc1N1CCOCC1)c1cn2ccccc2n1 returned EBNA-1 inh 4, LYPLA1 counter -6, PAFAH1B3 FP inh 10, pPAFAH inh 0, PREPL inhibitor 3, PAFAH2 inh 3, ZTA counter -4, PAFAH1B2 inh 4 and LYPLA2 inh -3.
`CC12CCC(=O)N1C(C(=O)N1CCN(c3ccc([N+](=O)[O-])cc3)CC1)CS2` (stereo not given) gave PAFAH1B3 FP inh 4, pPAFAH inh 8, PREPL inhibitor 47*, PAFAH2 inh 2 and PAFAH1B2 inh 0.
For COc1ccc(C(=O)NCc2nnc(SCC(=O)N3CCCCC3)o2)cc1OC the results were EBNA-1 inh -5, LYPLA1 counter 1, PAFAH1B3 FP inh 6, pPAFAH inh 4, PREPL inhibitor 6, PAFAH2 inh -3, ZTA counter -5, PAFAH1B2 inh 1 and LYPLA2 inh 2.
`O=C(CCNC(=O)c1ccccc1)NCCCc1ccccc1` gave LYPLA1 counter -1, PAFAH1B3 FP inh 6, pPAFAH inh -1, PREPL inhibitor -9, PAFAH2 inh 0, ZTA counter -5, PAFAH1B2 inh 6 and LYPLA2 inh -2.
`O=[n+]1c2c(n([O-])c3cc(Br)ccc31)CCCC2` gave EBNA-1 inh -10, LYPLA1 counter 0, PAFAH1B3 FP inh -3, pPAFAH inh 6, PREPL inhibitor 6, PAFAH2 inh 3, ZTA counter 14, PAFAH1B2 inh 1 and LYPLA2 inh 1.
Cc1cccc(C(=O)OCC(=O)Nc2ccc3c(c2)OCCO3)c1 was read as LYPLA1 counter 0, PAFAH1B3 FP inh 5, pPAFAH inh 5, PREPL inhibitor 9, PAFAH2 inh 61*, ZTA counter 9, PAFAH1B2 inh 4 and LYPLA2 inh 2.
Screening CC(C)(C)NC(=O)C1Cc2ccccc2CN1S(=O)(=O)c1ccc(F)cc1 (stereo not given) returned EBNA-1 inh 0, LYPLA1 counter 0, pPAFAH inh 7, PREPL inhibitor 2, ZTA counter -4 and LYPLA2 inh 2.
Screening Cc1nn(-c2cc(N3CCCC3)ccc2[N+](=O)[O-])c(=O)c2ccccc12 returned EBNA-1 inh -8, LYPLA1 counter 7, PAFAH1B3 FP inh 4, pPAFAH inh 1, PREPL inhibitor 13, PAFAH2 inh 5, ZTA counter -34, PAFAH1B2 inh 0 and LYPLA2 inh 10.
COc1ccc(OC)c(/C=C/C(=O)OCC(=O)Nc2cccc(C(C)=O)c2)c1 was read as EBNA-1 inh 9, LYPLA1 counter -6, PAFAH1B3 FP inh -8, pPAFAH inh -2, PREPL inhibitor -10, PAFAH2 inh 68*, ZTA counter -9, PAFAH1B2 inh 0 and LYPLA2 inh -8.
`O=C1CC(c2cc(F)ccc2F)c2cc3c(cc2N1)CCC3` (stereo not given) gave EBNA-1 inh -1, LYPLA1 counter 5, PAFAH1B3 FP inh -5, pPAFAH inh 22, PREPL inhibitor -5, PAFAH2 inh -3, ZTA counter -4, PAFAH1B2 inh 3 and LYPLA2 inh -3.
`C=CCOC(=O)C1=C(C)NC(SCC(=O)NC(=O)OCC)=C(C#N)C1c1cccnc1` (stereo not given) gave EBNA-1 inh -8, LYPLA1 counter 3, PAFAH1B3 FP inh 14&3, pPAFAH inh -4, PREPL inhibitor 10, PAFAH2 inh 2&2, ZTA counter 8, PAFAH1B2 inh 4&-3 and LYPLA2 inh -4.
For COc1cc(NC(=O)C2CCC(=O)N2S(=O)(=O)c2ccc(C)cc2)cc(OC)c1 (stereo not given) the results were EBNA-1 inh 0, LYPLA1 counter -1, PAFAH1B3 FP inh 9, pPAFAH inh 7, PREPL inhibitor 2, PAFAH2 inh 5, ZTA counter 11, PAFAH1B2 inh 9 and LYPLA2 inh 6.
`COc1ccc(NC(=S)NC(NC(=O)/C=C/c2ccccc2)C(Cl)(Cl)Cl)cc1` (stereo not given) gave EBNA-1 inh 3, LYPLA1 counter -17, PAFAH1B3 FP inh -10, pPAFAH inh -12, PREPL inhibitor 12, PAFAH2 inh -17, ZTA counter 4, PAFAH1B2 inh -8 and LYPLA2 inh -37.

Looked up by compound from the entries so far (2):
`CC12CCC(=O)N1C(C(=O)N1CCN(c3ccc([N+](=O)[O-])cc3)CC1)CS2` (stereo not given) gave PAFAH1B3 FP inh 4, pPAFAH inh 8, PREPL inhibitor 47*, PAFAH2 inh 2 and PAFAH1B2 inh 0.
Screening Cc1nn(-c2cc(N3CCCC3)ccc2[N+](=O)[O-])c(=O)c2ccccc12 returned EBNA-1 inh -8, LYPLA1 counter 7, PAFAH1B3 FP inh 4, pPAFAH inh 1, PREPL inhibitor 13, PAFAH2 inh 5, ZTA counter -34, PAFAH1B2 inh 0 and LYPLA2 inh 10.

Later entries
For COc1ccc(-n2c(C)nc3c(cnn3-c3ccc(C)cc3)c2=O)cc1 the results were EBNA-1 inh -5, LYPLA1 counter -4, PAFAH1B3 FP inh -1, pPAFAH inh 0, PREPL inhibitor 5, PAFAH2 inh -4, ZTA counter -4, PAFAH1B2 inh 4 and LYPLA2 inh -1.
CN(C)C(=O)c1ccc(NS(=O)(=O)c2ccc3c(c2)OCCO3)cc1 was read as EBNA-1 inh 3, LYPLA1 counter -2, PAFAH1B3 FP inh 1, pPAFAH inh -4, PREPL inhibitor -1, PAFAH2 inh 0, ZTA counter 9, PAFAH1B2 inh -6 and LYPLA2 inh 2.
For CCCCOC(=O)c1sc2nc(N3CCOCC3)c3c(c2c1N)CC(C)(C)OC3 the results were EBNA-1 inh 0, LYPLA1 counter 1, PAFAH1B3 FP inh 1, pPAFAH inh 0, PREPL inhibitor 10, PAFAH2 inh -8, ZTA counter -3, PAFAH1B2 inh 7 and LYPLA2 inh -1.
For Cn1cc(CN2CCN(Cc3ccccc3)C(CCO)C2)c(-c2ccccc2)n1 (stereo not given) the results were EBNA-1 inh -6, LYPLA1 counter 3, PAFAH1B3 FP inh 5, pPAFAH inh 1, PREPL inhibitor -2, PAFAH2 inh -5, ZTA counter -7, PAFAH1B2 inh 5 and LYPLA2 inh 0.

Source: PubChem

These rows are one share of the data; the hit share may differ from the screen's.
